DNMT1 block: human DNMT1 methyltransferase inhibitors, primary screen, biochemical, molecular beacon, fluorescence, HinP1I cleavage, uHTS; inhibition (reported as % activation of signal), % at 10 µM; AID 588458, 2011; DNA (cytosine-5)-methyltransferase 1 (Homo sapiens), P26358; 360,000 tested, 0.83% active; in the data active = inhibition above about 50%
Target sequence (P26358 504-1616 limits assumed): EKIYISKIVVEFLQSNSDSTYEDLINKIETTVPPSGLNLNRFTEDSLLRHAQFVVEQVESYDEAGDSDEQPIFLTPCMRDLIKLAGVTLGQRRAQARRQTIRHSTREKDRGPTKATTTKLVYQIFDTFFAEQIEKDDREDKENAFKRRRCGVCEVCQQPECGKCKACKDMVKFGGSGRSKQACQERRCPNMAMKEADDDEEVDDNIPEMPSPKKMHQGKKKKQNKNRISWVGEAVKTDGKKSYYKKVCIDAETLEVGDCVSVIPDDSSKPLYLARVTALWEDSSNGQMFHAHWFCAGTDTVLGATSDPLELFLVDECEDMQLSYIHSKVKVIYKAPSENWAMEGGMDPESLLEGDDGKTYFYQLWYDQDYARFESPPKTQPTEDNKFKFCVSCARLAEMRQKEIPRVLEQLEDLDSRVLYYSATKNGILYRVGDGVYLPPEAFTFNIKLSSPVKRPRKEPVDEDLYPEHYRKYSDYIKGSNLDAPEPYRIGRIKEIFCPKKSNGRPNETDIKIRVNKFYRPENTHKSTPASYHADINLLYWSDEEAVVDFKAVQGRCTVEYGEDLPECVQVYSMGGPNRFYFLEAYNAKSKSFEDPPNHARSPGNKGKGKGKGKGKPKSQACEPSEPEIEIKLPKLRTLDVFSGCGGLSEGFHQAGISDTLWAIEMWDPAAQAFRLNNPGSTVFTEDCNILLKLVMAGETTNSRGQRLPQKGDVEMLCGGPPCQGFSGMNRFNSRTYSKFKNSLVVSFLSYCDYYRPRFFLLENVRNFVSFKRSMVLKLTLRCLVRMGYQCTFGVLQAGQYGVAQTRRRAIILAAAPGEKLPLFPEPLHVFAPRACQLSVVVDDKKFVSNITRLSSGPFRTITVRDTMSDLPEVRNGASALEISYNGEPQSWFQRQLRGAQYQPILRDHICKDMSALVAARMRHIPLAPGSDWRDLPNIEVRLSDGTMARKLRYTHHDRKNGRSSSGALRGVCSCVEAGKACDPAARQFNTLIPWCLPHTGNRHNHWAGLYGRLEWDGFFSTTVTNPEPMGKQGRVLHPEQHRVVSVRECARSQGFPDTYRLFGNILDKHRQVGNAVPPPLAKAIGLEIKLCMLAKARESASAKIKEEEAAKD
SUMO1 PPI mod: modulators of SUMO1 protein-protein interactions, primary screen, biochemical, uHTS | 360,000 tested, 0.33% active | Small ubiquitin-related modifier 1 (Homo sapiens), P63165 | SUMO1 binding to a labelled peptide, TR-FRET, 1 h | inhibition, % at 20 µM | AID 602429, 2012; in the data active = inhibition above about 37%
CSN inh: inhibitors of CSN-mediated cullin deneddylation, primary screen, biochemical, fluorescence polarization, uHTS | COP9 signalosome complex subunit 5 (Homo sapiens), Q92905 | Purified CSN, SCF-Nedd8-OG deneddylation | inhibition, % at 12.5 µM | 360,000 tested, 0.38% active | AID 651999, 2013;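 active = pattern-corrected inhibition above about 35%, with an unprinted fluorescence ratio check between 0.5 and 1.5, limit read from the data, passing the limit was not always enough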;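 also: 0% = enzyme with substrate and 100% = substrate without enzyme; some results filed as inactive read as strong as hits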
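Schedule: reaction 90 min, room temperature / Assay system: HEK293T-derived human Csn5 enzyme / Input: Csn5 at 0.24 nM final / Measure: inhibition of Csn5 cleavage, % / Control set: substrate-only high control, full reaction low control / Technique: fluorescence polarization of the substrate / Buffer or medium: Tris/NaCl/DTT buffer, pH 7.5 / Reagent: SCFSkp2-Nedd8OG substrate at 10 nM final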
Rpn11 inh: Rpn11 (PSMD14) deubiquitinase inhibitors, primary screen, biochemical, fluorescence polarization, uHTS; calls only at 20 µM; 360,000 tested, 0.59% active; human 26S proteasome, Ub4-pepOG fluorescence polarization; 20S core pre-blocked with epoxomicin; 26S proteasome non-ATPase regulatory subunit 14 (Homo sapiens), O00487;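 active = inhibition at 20 µM, scaled to each plate's controls, above about 33%, limit read from the data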
LMPTP inh: LMPTP phosphatase inhibitors, primary screen, biochemical, fluorescence intensity, uHTS; recombinant LMPTP-A, OMFP fluorogenic substrate; inhibition, % at 20 µM; 360,000 tested, 0.22% active; AID 651560, 2012;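 active = compounds that cut the enzyme signal by at least half of the control window in the single-dose screen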;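 also: plate controls were DMSO wells with enzyme plus substrate for no effect and substrate without enzyme for full effect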
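Test system – LMPTP-A enzyme · Amount – LMPTP-A at 0.625 nM final in the reaction · Buffer or medium – Bis-Tris pH 6.0, DTT, detergent · Reagent – OMFP 400 µM · Doses – single 20 µM dose · Schedule – reaction 50 min, room temperature, dark · Detection – fluorescence intensity of OMFP turnover product · Evaluation – percent inhibition versus substrate-only and uninhibited controls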
MLLE-PAM2 inh: inhibitors of PABP1 MLLE–PAM2 peptide binding, primary screen, biochemical, fluorescence polarization, FITC-PAM2, GST-MLLE | inhibition, % at 20 µM | 360,000 tested, 0.36% active | AID 588489, 2011; in the data active = inhibition above about 35%, passing the limit was not always enough;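 also: plate controls were DMSO wells with GST-MLLE for no effect and wells lacking GST-MLLE protein for full effect; some results filed as inactive read as strong as hits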
NadD block: inhibitors of S. aureus NadD, primary screen, biochemical, colorimetric, uHTS; inhibition, % at 20 µM; AID 602399, 2012; 360,000 tested, 0.78% active; Nicotinate-nucleotide adenylyltransferase NadD (Staphylococcus aureus N315); purified NadD enzyme, colorimetric absorbance read-out; in the data active = inhibition above about 26%; also: some compounds past the cut are filed as inactive
Scp-1 inhibitor: Scp-1 phosphatase inhibitors, primary screen, biochemical, colorimetric, uHTS. AID 493091, 2011. inhibition, % at 20 µM. 340,000 tested, 0.88% active. Recombinant Scp1, phosphopeptide, malachite green phosphate absorbance;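 active = inhibition above about 50% at 20 µM, limit read from the data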;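 also: plate controls were DMSO wells with enzyme for no effect and wells lacking enzyme for full effect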
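assay system = SCP-1 phosphatase catalytic domain, residues 76-261 | buffer or medium = 50 mM Tris acetate pH 5.5, 0.005% Tween-20, 10 mM MgCl2 | incubation = enzyme reaction 45 min at room temperature, colour 5 min, stabilisation 30 min | signal = Phosphate-binding colour reagent, absorbance read at 630 nm | measure = % inhibition at 20 µM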
TbMetRS inhib: T. brucei MetRS inhibitors, primary screen, biochemical, luminescence | 360,000 tested, 0.4% active | purified T. brucei MetRS, ATP depletion, Kinase-Glo luminescence | inhibition, % at 11.9 µM;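 active = inhibition above a per-plate cutoff of the control wells' mean inhibition plus 3 SD, cut at about 5.5% in these data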;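 also: 0% = DMSO wells median and 100% = median of wells with control inhibitor compound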
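Material – parasite MetRS enzyme · Medium – HEPES-MgCl2-KCl buffer plus DTT, spermine, BSA, pyrophosphatase · Reagent – ATP, methionine and E. coli bulk tRNA substrates · Times – 15 min enzyme-compound preincubation, 2 h reaction, 10 min detection, 25 °C · Measured by – luminescence of leftover ATP · Evaluation – percent inhibition relative to median high and low control wells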
STEP inh: STEP phosphatase inhibitors, primary screen, biochemical, fluorescence intensity, uHTS | Tyrosine-protein phosphatase non-receptor type 5 (Homo sapiens), P54829 | recombinant STEP, OMFP fluorogenic substrate | inhibition, % at 20 µM | 360,000 tested, 0.25% active | AID 588621, 2011;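 active = inhibition at 20 µM, scaled per plate between control wells, above about 37%, limit read from the data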;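 also: 0% = DMSO with enzyme and substrate and 100% = substrate only without enzyme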
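System: STEP (striatal-enriched tyrosine phosphatase) enzyme, cell-free; medium: Bis-Tris pH 6.0 buffer with DTT, detergent; dosing: 20 µM, 1% DMSO; times: reaction 20 min, ambient temperature; detection: fluorescence, 480/540 nm; read-out basis: normalized % inhibition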
Active calls of the source: *; i = inactive; · = not tested or not shown. Hits appear at their usual frequency. About 3.6% of those tested had a hit in this group.

SMILES	DNMT1 block	SUMO1 PPI mod	CSN inh	Rpn11 inh	LMPTP inh	MLLE-PAM2 inh	NadD block	Scp-1 inhibitor	TbMetRS inhib	STEP inh
O=C(CCn1cnnn1)Nc1cccc(F)c1	5	2	0	i	-1.7	-4	0	-9	-0.2	-2
CCN(CC)S(=O)(=O)c1ccc2c(c1)N(CC(=O)N1CCC(C(N)=O)CC1)C(=O)CO2	3	3	-2	i	-1.8	1	1	8	-0.7	-1
CCN(CC)C(=O)CCNS(=O)(=O)c1ccc(C)cc1	1	-1	-1	i	-1.2	-1	-3	3	-0.9	-6
O=C(Nc1ccccc1)Nc1cccc2cccnc12	-9	-8	-2	i	0.8	0	-4	-3	0.6	-2
CCN1CCN(C(=O)c2cc3c(s2)-c2c(C)cccc2OC3)CC1	0	-16	3	i	-1.0	3	-3	-12	0.7	2
CC1=NN(C(C)C)C(=O)C1	-16	-3	-3	i	-1.3	6	2	-4	-0.3	-2
COc1cc(C(=O)N2CCN(c3ccccc3O)CC2)ccc1OCC(=O)N1CCOCC1	-1	6	6	i	-0.8	-2	4	-5	-0.5	-4
CCN(CC)C(=O)CSc1nc(-c2ccc(C)cc2)nc2c1COC(C)(C)C2	-5	-2	3	i	0.7	5	3	-6	0.1	-9
COc1ccc(N(CC(=O)NCc2cccnc2)S(=O)(=O)c2ccc(C)c([N+](=O)[O-])c2)cc1	0	-9	-1	i	0.4	9	-1	-3	-1.4	-2
CN1CCN(c2nc3c(c(=O)[nH]c(=O)n3C)n2Cc2ccc(Cl)cc2)CC1	3	3	3	i	-3.8	12	0	4	-1.4	1
Cc1ccc(S(=O)(=O)/N=C(\CCl)N2CCOCC2)cc1	5	-5	-10	i	-0.4	12	5	7	-1.1	-1
Cc1cnc(C(=O)OCC(=O)c2ccccc2)cn1	1	3	4	i	-1.0	-7	-3	-6	-0.8	0
CCN(CC(=O)Nc1c(F)cccc1F)C(=O)/C=C/c1ccc2c(c1)OCO2	-1	-5	-3	i	-1.4	0	2	5	-0.1	4
COc1cc(NC(=O)CSc2ncccc2C(=O)OC(C)C)cc(OC)c1	-1	-2	0	i	1.8	3	0	-6	-0.7	1
O=C(Nc1ccc(C(F)(F)F)cn1)Nc1cccs1	4	4	-2	i	0.2	-6	-8	-1	-0.3	3
Cc1ccc(S(=O)(=O)Nc2ccc(-c3nnc(SCC#N)n3C)cc2)cc1	0	3	-2	i	-0.6	-7	-3	0	-0.7	-3
COc1ccc2nc(NC(=O)CCc3nc(-c4ccccc4F)no3)sc2c1	15	0	13	i	1.8	15	8	-7	-1.3	2
CCCCOc1ccc(C(=O)N/N=C/c2cn[nH]c2-c2ccc(OC)c(OC)c2)cc1	-22	5	1	i	2.0	-13	-4	-2	0.1	2
COc1ccc2cc(C(=O)Nc3c(C)n(C)n(-c4ccccc4)c3=O)sc(=O)c2c1OC	-3	-21	2	i	0.0	17	4	-3	-0.2	0
O=C(CC[C@H]1O[C@@H](n2ccc(=O)[nH]c2=O)[C@H](O)[C@@H]1O)NCCN1CCOCC1	-3	-2	5	i	-1.9	0	4	·	-0.3	1
O=C(COC(=O)c1ccc(Cl)nc1)NC(=O)c1ccccc1	2	-2	-2	i	-0.2	-6	2	3	-0.4	2
Cc1ccc2cn[nH]c2c1NC(N)=S	-1	-1	1	i	-0.2	-45	4	1	1.3	-1
Cc1nnc(SCC(=O)NC2CCCCC2)n(N)c1=O	4	0	-2	i	-1.7	33	4	-6	-0.3	1
CN1CCN(c2ccc(NS(=O)(=O)c3ccc(Cl)cc3)cn2)CC1	4	-4	-1	i	0.4	7	7	-4	0.4	8
Cc1csc(SCC(=O)Nc2nc(-c3ccccc3)cs2)n1	-10	1	-3	i	1.4	-1	-3	40	-1.0	-3
O=C(Cn1ccc2ccccc2c1=O)NCCC(=O)Nc1ccc2c(c1)OCCO2	9	11	-2	i	-0.9	-4	0	-8	-0.5	0
COc1cccc2[nH]c3c(N4CCCCC4)ncnc3c12	11	0	-6	i	2.6	-3	6	2	0.7	3
Cc1cc2c(SCC(=O)N3CCN(c4ccccc4)CC3)ncnc2s1	6	-2	6	i	-0.7	7	-1	-8	0.1	-2
CN(C)S(=O)(=O)c1cccc(NC(=S)NC2CCCCC2)c1	0	-2	-4	i	0.3	6	-1	-12	0.3	1
COc1cc(CNc2ncnc3c2ncn3[C@H]2CN(Cc3cccc(C(F)(F)F)c3)C[C@@H](COC(C)=O)O2)cc(OC)c1OC	-8	4	-1	i	1.3	-3	-4	·	0.1	-3
Cc1nnc(NC(=O)C2c3ccccc3Oc3ccccc32)s1	1	0	1	i	-1.4	38*	-6	-7	-1.4	-2
COCC(=O)N1CCC(Oc2ccc(C(=O)N(C)C(C)c3ccon3)cc2)CC1 (stereo not drawn)	-1	1	2	i	-0.2	11	1	-14	-0.1	-2
COc1ccc(N2C(=O)c3ccccc3C2O)cc1 (stereo not drawn)	-1	-6	-1	i	-1.8	-2	-7	-3	-0.2	-2
CCC1=NN(C(=O)Cc2ccc(OC)c(OC)c2)C(O)(C(F)(F)F)C1 (stereo not drawn)	1	1	5	i	-1.5	0	-2	-9	-0.1	3
O=C(Cc1ccccc1)NC1CCN(S(=O)(=O)c2cccc(F)c2)CC1	0	-1	-1	i	-0.4	-6	-1	-4	-1.6	3
CC1(C(=O)O)CCC(C(=O)NNC(=O)c2ccccc2O)C1(C)C (stereo not drawn)	2	0	0	i	0.0	-1	-3	-13	0.4	1
CN(C)C(=O)CCc1nc(-c2ccc(C(C)(C)C)cc2)no1	-13	-2	-1	i	-0.8	0	-9	-7	-0.6	-4
COc1ccccc1OCC(=O)NC1CC(C)(C)NC(C)(C)C1	1	1	-2	i	-1.2	15	-1	-5	-0.3	-1
Cc1ccc(C(=O)CN(C(=O)c2ccc(Cl)c(Cl)c2)N2C(=O)C3CCCCC3C2=O)cc1C (stereo not drawn)	-5	4	-1	i	2.0	0	1	-12	0.6	3
CC(C)(C)c1ccc(C(=O)Nc2ccc(NC(=O)C(=O)O)cc2)o1	1	-2	-1	i	11	-4	3	-6	-0.3	3

Reprinted at random: 6 records from the list, in no set order.
SMILES	DNMT1 block	SUMO1 PPI mod	CSN inh	Rpn11 inh	LMPTP inh	MLLE-PAM2 inh	NadD block	Scp-1 inhibitor	TbMetRS inhib	STEP inh
CN1CCN(c2ccc(NS(=O)(=O)c3ccc(Cl)cc3)cn2)CC1	4	-4	-1	i	0.4	7	7	-4	0.4	8
COc1ccc(N2C(=O)c3ccccc3C2O)cc1 (stereo not drawn)	-1	-6	-1	i	-1.8	-2	-7	-3	-0.2	-2
Cc1ccc(C(=O)CN(C(=O)c2ccc(Cl)c(Cl)c2)N2C(=O)C3CCCCC3C2=O)cc1C (stereo not drawn)	-5	4	-1	i	2.0	0	1	-12	0.6	3
CC(C)(C)c1ccc(C(=O)Nc2ccc(NC(=O)C(=O)O)cc2)o1	1	-2	-1	i	11	-4	3	-6	-0.3	3
O=C(Cn1ccc2ccccc2c1=O)NCCC(=O)Nc1ccc2c(c1)OCCO2	9	11	-2	i	-0.9	-4	0	-8	-0.5	0
Cc1csc(SCC(=O)Nc2nc(-c3ccccc3)cs2)n1	-10	1	-3	i	1.4	-1	-3	40	-1.0	-3

Next structures
SMILES	DNMT1 block	SUMO1 PPI mod	CSN inh	Rpn11 inh	LMPTP inh	MLLE-PAM2 inh	NadD block	Scp-1 inhibitor	TbMetRS inhib	STEP inh
CCC(=O)N1c2ccc(S(=O)(=O)CCC(=O)NCc3cccs3)cc2CC1C (stereo not drawn)	6	2	-2	i	-1.1	14	-2	-3	-0.9	3
CCCNC(=O)Nc1nnc(C2CC2)s1	-2	0	-5	i	-1.2	8	3	-1	-0.3	-5
CCO[C@@H]1OC(C(=O)Nc2ccccc2)=C[C@H](c2ccc(C(F)(F)F)cc2)[C@H]1CCCO	-2	3	-3	i	2.2	6	-8	-11	-0.2	-2
Cc1ccc(NC(=O)CN2C(=O)NC(C)(c3ccc(Cl)cc3)C2=O)c(Br)c1 (stereo not drawn)	0	-1	3	i	1.8	5	3	-4	-0.3	-2
CCOc1ccc(-c2nc(-c3ccc(OC)cc3)no2)cc1OCC	-2	3	-5	i	-0.6	6	-7	-4	-1.3	0
COc1cc(NS(=O)(=O)c2ccc(N/C=C\C(=O)c3ccc(OC)c(OC)c3)cc2)nc(OC)n1	-1	11	1	i	0.0	-4	10	-10	-0.3	3
CN(CC(=O)Nc1ccccc1C(=O)NC1CC1)Cc1ccco1	0	4	-4	i	-0.6	-6	4	-3	-0.3	-3
Cc1cc(O)c(C=Nc2ccc(Cl)cn2)c(=O)o1	1	-2	3	i	-1.1	-2	-4	7	0.0	-1
COC(=O)C1=C(NC(C)=O)CCS1	2	-6	-8	i	-1.6	17	-4	-7	0.0	-2
Cc1nn(-c2ccc(N3CCCCC3)nn2)c(C)c1CCC(=O)Nc1ccccc1F	3	-13	1	i	-0.6	6	-1	-4	-0.4	1
CN(C(=O)CCc1nnc(CCCCc2ccccc2)o1)C1CCOCC1	1	1	6	i	-0.6	10	1	-4	-0.4	-2
CC(C)NC(=O)C1(C)CN(S(C)(=O)=O)CC(=O)N1CCc1ccccc1 (stereo not drawn)	·	-7	-7	·	-0.4	·	·	·	0.2	·
Cc1nn(C)c(C)c1CN(C)C(=O)C1CCC(=O)N(C2CCCCCC2)C1 (stereo not drawn)	2	4	1	i	-2.6	-16	-9	-2	0.2	-3
